KDM5B inhibitor – inhibitors of human KDM5B histone demethylase; KDM5B demethylase, FDH-coupled NADH fluorescence (FDH is formaldehyde dehydrogenase); Potency, µM (doses to about 57.7 µM), inactives show at the highest dose activity change, negative = inhibition, hits mostly inhibitors; actives 2.6% (n = 220,000); AID 1347165; Q9UGL1; active = well fitted inhibition curve with a large enough effect; inconclusive = small, poorly fitted or top-dose-only effect; inactive = no such curve, though single readings can be large or run the other way; also: 0% is about no effect; nearly all actives have a fitted effect of over 70% in size
Target sequence (Q9UGL1 whole entry, looked up): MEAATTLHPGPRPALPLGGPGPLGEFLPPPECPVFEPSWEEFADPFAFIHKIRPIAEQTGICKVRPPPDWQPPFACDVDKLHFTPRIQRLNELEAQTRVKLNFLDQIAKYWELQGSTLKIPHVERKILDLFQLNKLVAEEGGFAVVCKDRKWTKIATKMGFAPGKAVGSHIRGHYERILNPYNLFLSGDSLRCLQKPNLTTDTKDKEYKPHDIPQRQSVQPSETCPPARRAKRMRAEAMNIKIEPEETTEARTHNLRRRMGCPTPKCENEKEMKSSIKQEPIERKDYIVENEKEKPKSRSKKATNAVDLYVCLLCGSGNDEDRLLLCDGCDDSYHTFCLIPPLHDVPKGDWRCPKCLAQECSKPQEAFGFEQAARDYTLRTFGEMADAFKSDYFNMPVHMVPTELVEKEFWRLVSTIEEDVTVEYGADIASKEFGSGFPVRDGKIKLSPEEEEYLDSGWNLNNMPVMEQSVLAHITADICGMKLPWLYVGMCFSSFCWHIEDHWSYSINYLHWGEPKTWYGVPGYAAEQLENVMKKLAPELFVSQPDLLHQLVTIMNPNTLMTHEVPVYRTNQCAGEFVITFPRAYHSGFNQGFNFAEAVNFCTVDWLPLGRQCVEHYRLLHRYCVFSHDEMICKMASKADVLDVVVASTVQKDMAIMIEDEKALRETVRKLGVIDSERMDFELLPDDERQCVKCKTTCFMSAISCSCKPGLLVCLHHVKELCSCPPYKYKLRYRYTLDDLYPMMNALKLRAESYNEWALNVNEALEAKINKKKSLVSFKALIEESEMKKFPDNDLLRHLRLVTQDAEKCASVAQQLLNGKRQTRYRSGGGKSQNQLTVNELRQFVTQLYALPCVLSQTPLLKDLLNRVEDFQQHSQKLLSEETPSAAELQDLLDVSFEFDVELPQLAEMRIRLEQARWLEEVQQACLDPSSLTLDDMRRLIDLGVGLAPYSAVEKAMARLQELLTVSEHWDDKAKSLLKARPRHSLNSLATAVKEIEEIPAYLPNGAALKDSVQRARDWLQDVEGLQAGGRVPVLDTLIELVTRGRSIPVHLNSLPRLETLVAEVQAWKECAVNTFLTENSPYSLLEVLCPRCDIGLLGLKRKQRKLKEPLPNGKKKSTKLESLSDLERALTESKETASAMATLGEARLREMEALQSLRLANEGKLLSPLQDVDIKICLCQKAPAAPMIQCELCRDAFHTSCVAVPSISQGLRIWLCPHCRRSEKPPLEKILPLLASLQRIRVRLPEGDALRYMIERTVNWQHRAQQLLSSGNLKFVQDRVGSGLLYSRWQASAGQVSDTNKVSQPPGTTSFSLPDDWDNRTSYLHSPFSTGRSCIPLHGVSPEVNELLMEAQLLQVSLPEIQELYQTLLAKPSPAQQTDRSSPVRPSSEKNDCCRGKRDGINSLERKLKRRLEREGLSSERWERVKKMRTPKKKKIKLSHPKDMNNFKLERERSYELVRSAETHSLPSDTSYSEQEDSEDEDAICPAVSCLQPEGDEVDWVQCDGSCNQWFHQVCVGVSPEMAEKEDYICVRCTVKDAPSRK
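qHTS format, multiple compound concentrations. Buffer 50 mM HEPES pH 7.5/0.01% Tween-20; 200 nM KDM5BΔAP final; 10 min compound preincubation; substrate-mix levels 12.5 µM peptide, 25 µM α-KG, 0.25 mM NAD⁺; 30 min RT; ΔRFU.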
* hit, by the source's call; ? = inconclusive; & = joins results of further samples; [ ] = another dose, or the depositor's remark. Potency is read from the fitted curve at half-maximal effect. An excerpt; count on the stated rates, not on these rows.

| KDM5B inhibitor | SMILES |
| --- | --- |
| 10.6% | O=C(COc1ccc(Cl)cc1)Nc1sc2c(c1C(=O)Nc1cccc(Cl)c1)CCCC2 |
| -8.6% | COc1ccc(C)cc1NC(=O)Cn1c(-c2ccc(Cl)cc2)nc(C)cc1=O |
| ? | COc1cc(F)ccc1-c1ccnc2nc(-c3cccs3)nn12 |
| 10.2% | CC(=O)NC(C)c1ccc(C(=O)CSc2nnc(C3CC3)n2Cc2ccccc2)cc1 (stereo not drawn) |
| -13.3% | O=C(OCc1cc(=O)n2nc(-c3cccs3)sc2n1)c1ccccc1Cl |
| -3.8% | CSc1cccc(NC(=O)Cn2nnc(C(=O)NCCc3ccccc3)c2N)c1 |
| 10.2% | COc1ccc(-c2noc(N3CCc4ccccc43)n2)cc1 |
| -14.9% | O=C(CSc1nc2ccsc2c(=O)n1Cc1ccccc1Cl)NCc1ccc(F)cc1 |

Carrying on.
| KDM5B inhibitor | SMILES |
| --- | --- |
| ? | COc1ccc2c(c1)c(C(=O)N/N=C/c1ccccc1Cl)c(C)n2C |
| ? | COc1cccc(N2CCN(c3ncnc4c3c(-c3ccccc3)cn4-c3cccc(C(F)(F)F)c3)CC2)c1 |
| -24.3% | CCCS(=O)(=O)NCCc1csc2nc(-c3ccc(C)cc3)nn12 |
| -21.8% | Nc1c(C(=O)Nc2cccc(F)c2)c2ccccn2c1C(=O)c1ccccc1 |
| 11.9% | CCCCCCCN=C(C)c1ccccc1O |
| -12.8% | Cc1cc(-c2ccc(S(=O)(=O)Nc3cccc(C)c3C)s2)on1 |
| -8.0% | CC(C)(C)NC(=O)CN1C(=O)NC(c2ccccc2)(c2ccccc2)C1=O |
| -8.1% | N#Cc1ccc(NC(=O)N2CCN(c3ncccc3Cl)CC2)cc1 |

Carrying on.
| KDM5B inhibitor | SMILES |
| --- | --- |
| 12.8% | CCOC(=O)Cc1csc(SCC(=O)NC2CCCC2)n1 |
| -4.6% | CNC(=O)CCC[C@H]1NC[C@@H]2CCCN3CCC[C@H]1[C@H]23 |
| -9.4% | O=C(Nc1ncc2c(n1)CC(c1ccco1)CC2=O)c1ccco1 (stereo not drawn) |
| -62.6% | CCc1ccnc(NS(=O)(=O)c2ccc3c(c2)CCO3)c1 |
| -21.5% | CC(=O)Nc1ccc(S(=O)(=O)NCC2CCC(C(=O)NCCc3ccc(C)cc3)CC2)cc1 (stereo not drawn) |
| 28.2µM* | CCCc1noc(-c2cccn3c(CNC(=O)C4CCC4)nnc23)n1 |
| -25.6% | Cc1ccsc1CN(C)Cc1c(C)n(C)n(-c2ccccc2)c1=O |
| -3.6% | CCC1CN(C(=O)Nc2ccccc2F)c2cc(C)ccc2O1 (stereo not drawn) |

Carrying on:
| KDM5B inhibitor | SMILES |
| --- | --- |
| 13.1% | COC(=O)CN1CCCC1Cc1cccc(OC)c1 (stereo not drawn) |
| -25.8% | O=C(NCCc1ccccc1)Nc1cccn2ncnc12 |
| -3.9% | O=C(c1ccc(C(F)(F)F)nc1)N1CCCC1c1ccncc1 (stereo not drawn) |
| 17.4% | Cc1nnc2ccc(SCC(=O)Nc3ccc(F)c(Cl)c3)nn12 |
| -10.1% | Cc1ccc(OCCC2CCN(C(=O)c3ccccc3F)C2)cc1 (stereo not drawn) |
| ? | O=C(O)CCC(=O)N1Cc2[nH]cnc2C[C@H]1c1nc(-c2ccc3ccccc3c2)no1 |
| -18.4%[115 µM] | Cc1nnc([C@H]2CCN(Cc3c[nH]c4ccccc34)C2)o1 |
| 277.4%[activator] | CCc1ccc(-c2cc(C(=O)NCC3CCCO3)c3cc(C)ccc3n2)cc1 (stereo not drawn) |

Continued.
| KDM5B inhibitor | SMILES |
| --- | --- |
| 17.5% | O=C(c1ccc2c(c1)OCO2)N1CCC2(CNc3ccccc3[S+](=O)([O-])N2)C1 (stereo not drawn) |
| 16.9% | C=CCNC(=O)N1CCN(Cc2ccc(Cl)cc2)CC1 |
| ? | COc1ccc(-c2nc(C3CC3)nc3c2CN(C(=O)c2ccccc2)CC3)cc1 |
| -17.4%[149 µM] | CC(C)Cc1cnc(C2CCCN(C(=O)c3ccc(Cl)cc3)C2)[nH]1 (stereo not drawn) |
| -0.5% | O=C(O)[C@]12CCCN[C@@H]1CCN(Cc1cnc(-c3ccccn3)nc1)C2 |
| -8.2% | CCCNC(=O)Cn1c(=O)cc(C)c2c(C)nn(-c3cccc(F)c3)c21 |
| 19.7% | CCCCN1CCOc2ccc(C(=O)NCc3ccccc3F)cc2C1 |
| -3.8% | CS(=O)(=O)N1CCC(C2CCN(C(=O)c3cc(Cl)ccc3F)C2)CC1 (stereo not drawn) |

Continuation.
| KDM5B inhibitor | SMILES |
| --- | --- |
| 28.2µM* | CCN1CCN(CCNC(=O)c2cn3ccnc(-c4ccc(OC)cc4)c3n2)CC1 |
| -19.6% | CC(C)c1ccc(O)c(C(=O)c2cnn(-c3ccccc3)c2)c1 |
| -36.3% | CCS(=O)(=O)N1C[C@@H]2CN(Cc3coc(C)n3)C[C@]2(C(=O)O)C1 |
| -15.2% | CCCN1C(=O)CCc2cc(NC(=O)c3cccc(C)c3)ccc21 |
| -12.8% | C/C(=N/Nc1ccc(S(N)(=O)=O)cc1[N+](=O)[O-])c1cc(Cl)ccc1Cl |
| ? | NC(=O)Cc1c[nH]c2ncc(-c3ccccc3Oc3ccccc3)cc12 |
| 5.7% | Cc1ccc(-c2nc(CN3CCCC3c3cccs3)co2)c(C)c1 (stereo not drawn) |
| 23.0% | CC(C)CCNC(=O)Cc1cccs1 |

More records:
| KDM5B inhibitor | SMILES |
| --- | --- |
| -19.9% | COC(=O)c1cc2sccc2n1Cc1ccc(F)cc1Cl |
| ? | COc1ccccc1N1C(=O)C=C(Sc2nc(C)cc(C)n2)C1=O |
| 79.4µM* | CN(C)C(=O)N1CCC2(CC1)CN(C(=O)c1ccnc(N)c1)Cc1ccccc1O2 |
| -13.0% | CCOC(=O)c1cc(-c2ccc(C)cc2)n(CCC(=O)Nc2cc(Cl)ccc2C)c1C |
| 23.4% | O=C(NC(Cc1cccc(F)c1)c1cccc(F)c1)C1CCOCC1 (stereo not drawn) |
| 15.0% | CN(C(=O)CSc1nc(-c2cccs2)cc(C(F)(F)F)n1)C1CCCCC1 |
| 6.3% | CC(C)n1cc(CN2C[C@@H](COCC(N)=O)[C@H](c3ccncc3)C2)cn1 |
| ? | COc1cc(/C=N/NC(=O)c2cc3ccccc3[nH]2)ccc1O |

(list continues)
| KDM5B inhibitor | SMILES |
| --- | --- |
| ? | COc1ccccc1-c1cc2nc(C)cc(C)n2n1 |
| -19.7% | COc1ccc(NC(=O)N2C[C@@H]3C[C@H](C2)c2ccc(NC(=O)c4ccccc4)c(=O)n2C3)cc1 |
| 0.9% | CCCc1c(C(=O)OCC)nnc2c(-c3ccc(F)cc3)c(C)nn12 |
| 0.8% | CN(CCO)c1ccc(-c2nn(C)c(=O)c3ccccc23)cc1[N+](=O)[O-] |
| -8.1% | Cc1ccccc1N1CCN(C(=O)[C@@]23CCCC[C@H]2N(CCC(C)C)C(=O)CC3)CC1 |
| -15.4% | COc1ccc(C(=O)N[C@H]2CC[C@]3(C)CCC([C@H](C)C(=O)N4CCCC4)[C@H](O)[C@H]3[C@@H]2C)cc1 (stereo partly drawn) |
| 32.1%[activator] | COc1ccc(OCc2nc(C3CN(C(=O)Nc4cccc(F)c4)C3)no2)cc1 |
| 4.0% | CN1CCCN(S(=O)(=O)c2ccc(Cl)cc2)c2ccccc21 |

Other records.
| KDM5B inhibitor | SMILES |
| --- | --- |
| 14.1µM* | O=C(NCc1ccco1)N1CCc2nc3cc(-c4ccccc4Cl)[nH]n3c(=O)c2C1 |
| ? | COc1ccc(C(=O)NC2CCCN(c3cc(-c4ccccc4)[nH]n3)C2)cc1F (stereo not drawn) |
| ? | Cc1ccc(S(=O)(=O)N2CCC(C(=O)N3CCN(c4ccccn4)CC3)CC2)cc1 |
| -25.1% | CCCCOC(=O)c1ccc(NC2=NS(=O)(=O)c3ccccc32)cc1 |
| -5.3% | Cc1ccc(OCC(=O)Nc2nc(-c3ccc(Br)cc3)ns2)cc1C |
| ? | Cn1cccc1CN1CCC2(CC1)CN(Cc1ccccc1)CC2CO (stereo not drawn) |
| ? | COc1ccc(-c2c3c(=O)n(C)c(=O)n(C)c3c3n2-c2ccccc2NC3c2ccc(OC)cc2)cc1 (stereo not drawn) |
| 13.2% | O=C([C@H]1C[C@H](Oc2ccccc2)CN1C(=O)COc1ccccc1)N1CCOCC1 |

(next part)
| KDM5B inhibitor | SMILES |
| --- | --- |
| -17.3%[86.2 µM] | COc1ccccc1C(=O)N1CCCn2nc(C)c(-c3ccccc3C(C)C)c21 |
| -11.7% | CCOc1ccc(C(=O)Nc2ccc3oc(=O)ccc3c2)cc1OC |
| 5.3% | O=C(Cn1nc2c(cc1=O)CCCC2)Nc1cccc2[nH]ccc12 |
| -26.7% | CCN1C(C(=O)c2ccccc2)=C(NC(=O)c2ccc(Cl)cc2)c2ccccc2S1(=O)=O |
| ? | COc1cccc(NC(=O)CSc2cc(=O)n(C)c3ccc(Cl)cc23)c1 |
| 16.0%&8.2% | CCSc1ncc(Cl)c(C(=O)Nc2nc3ccc(OC)cc3s2)n1 |
| 16.4% | O=C(Cc1n[nH]c(=O)c2ccccc12)Nc1nc2c(s1)CCCC2 |
| ? | COc1cccc(CNC(=O)CC2C(=O)NCCN2CC(C)C)c1OC (stereo not drawn) |

(more compounds)
| KDM5B inhibitor | SMILES |
| --- | --- |
| 29.0% | Cc1noc([C@@H]2CN(C3CCSCC3)C[C@H]2CO)n1 |
| 11.9% | CCC(Oc1ccc(Cl)cc1)C(=O)N1CC(=O)Nc2ccccc21 (stereo not drawn) |
| -29.9% | CCS(=O)(=O)Nc1ccc(C2(C(=O)Nc3cccc(F)c3C)CCCCC2)cc1 |
| 42.4% | CN(Cc1ccccc1)C(=O)CCC1CCN(C(=O)CCN2CCCO2)CC1 |
| ? | COc1ccc(OCC(=O)Nc2cccc(-c3nc4ccccc4s3)c2C)cc1 |
| ? | CCOC(=O)c1cc(C#N)c(Nc2ccc(C)cc2)nc1C(F)(F)F |
| 12.2% | CC(C)=CC(=O)NC(C)c1ccc(Cl)cc1Cl (stereo not drawn) |
| 28.2µM* | COc1ccc(-c2ccnc3ncnn23)c(F)c1 |

More structures:
| KDM5B inhibitor | SMILES |
| --- | --- |
| 2.1% | O=C(c1ccccc1F)N1CCC2(C1)C(=NC1CCCC1)NC(=O)N2c1cccnc1 (stereo not drawn) |
| 29.5% | NC(=O)c1ccccc1OCc1ccc(C(F)(F)F)cc1 |
| -16.4% | O=C(Cc1ccccc1Cl)N1CCC[C@H]1c1nc(-c2ccc(F)cc2)no1 |
| -0.4% | COCCNC(=O)CN(C)c1nc(-c2ccncc2)nc2ccccc12 |
| -1.1% | CCOC(=O)COn1c(=O)c(-c2ccccc2)[n+]([O-])c2ccccc21 |
| -16.5% | Cc1cccc2c(C(=O)N3CCN(c4ccccc4)CC3)cc(-c3ccncc3)nc12 |
| -2.5% | CC1CCN(C(=O)COC(=O)c2n[nH]c(=O)c3ccccc23)CC1 |
| -19.1% | O=C(Nc1ccc(F)c(F)c1)c1cnc2ccccc2n1 |

Later entries:
| KDM5B inhibitor | SMILES |
| --- | --- |
| 3.6% | COc1ccc(Cn2nnc(C(=O)Nc3ccc(F)c(F)c3)c2N)cc1Br |
| -12.8% | N#C/C(=C/c1ccc(SC(F)(F)F)cc1)c1ccccn1 |
| -7.4% | CCCNC(=O)C1COC2(CCN(C(=O)c3ccc(F)cc3)CC2)N1C(=O)c1ccccc1 (stereo not drawn) |
| -3.5% | Cc1ccc(CC(=O)NCCc2c[nH]c3ccc(C)cc23)cc1 |
| -2.3% | COCCNCc1ccsc1 |
| 20.9% | Cc1csc(NC(=O)CCc2ncc(-c3ccc(F)cc3F)o2)n1 |
| -27.5% | CC(C)C[C@@H](NC(=O)[C@@H]1C[C@@H](NS(=O)(=O)c2cn(C)cn2)CCN1C(=O)COCC(=O)O)C(N)=O |
| 24.3% | O=C(NC1CCCC1)C1=Cc2cc(Br)ccc2OC=C1 |

Continuation.
| KDM5B inhibitor | SMILES |
| --- | --- |
| -22.3% | Cc1cnc(C(=O)NC2C[C@H]3CC[C@@H](C2)N3C(=O)COc2ccc(Cl)cc2C)cn1 (stereo partly drawn) |
| 11.1% | O=c1oc2ccccc2n1CCN1CCN(c2ccccc2F)CC1 |
| -17.0% | O=C(CC1CCCN(c2cnn(CC3CC3)c(=O)c2)C1)NCCN1CCCCC1 (stereo not drawn) |
| -13.1% | O=C(NCC(=O)N1CCN(c2ncccn2)CC1)c1ccc(F)cc1 |
| ? | COC(=O)[C@@H]1Cc2ncn(Cc3ccc(OC)cc3)c2CN1C(=O)c1ccc(F)cc1 |
| 12.6% | CCCCCCCc1ccc(C(=O)Nc2ccccc2C)cc1 |
| -0.2% | COC(=O)COc1ccc2c(=O)c(Oc3ccccc3OC)c(C)oc2c1 |
| -9.0% | COc1ccccc1NC(=O)C1c2ccccc2Oc2ccccc21 |

Going on with the list.
| KDM5B inhibitor | SMILES |
| --- | --- |
| ? | CCOc1ccccc1CN1CCC2(CCN(C(=O)c3ccccc3Cl)CC2)Oc2ccccc21 |
| -24.5% | CCOc1ccccc1NC(=O)Cc1csc(COc2cccc(C)c2)n1 |
| -0.6% | S=c1[nH]nc2n1CCCN2 |
| -16.8% | CCCCN(CCCC)CCNC(=O)c1cn(CC)c2ccc(S(=O)(=O)N3CCc4ccccc4C3)cc2c1=O |
